# KDM5B inh – KDM5B demethylase inhibition; KDM5B demethylase, FDH-coupled NADH fluorescence (FDH is formaldehyde dehydrogenase); Q9UGL1; 220,000 tested, 2.6% active; AID 1347165; Potency, µM (top dose mostly 57.7 µM), inactives show at the top dose activity change, negative = inhibition, hits mostly inhibitors; active = well fitted inhibition curve with a large enough effect; inconclusive = small, poorly fitted or top-dose-only effect; inactive = no such curve, though single readings can be large or run the other way; note: 0% is about no effect; nearly all actives have a fitted effect of over 70% in size
# Target sequence (Q9UGL1 whole entry, looked up): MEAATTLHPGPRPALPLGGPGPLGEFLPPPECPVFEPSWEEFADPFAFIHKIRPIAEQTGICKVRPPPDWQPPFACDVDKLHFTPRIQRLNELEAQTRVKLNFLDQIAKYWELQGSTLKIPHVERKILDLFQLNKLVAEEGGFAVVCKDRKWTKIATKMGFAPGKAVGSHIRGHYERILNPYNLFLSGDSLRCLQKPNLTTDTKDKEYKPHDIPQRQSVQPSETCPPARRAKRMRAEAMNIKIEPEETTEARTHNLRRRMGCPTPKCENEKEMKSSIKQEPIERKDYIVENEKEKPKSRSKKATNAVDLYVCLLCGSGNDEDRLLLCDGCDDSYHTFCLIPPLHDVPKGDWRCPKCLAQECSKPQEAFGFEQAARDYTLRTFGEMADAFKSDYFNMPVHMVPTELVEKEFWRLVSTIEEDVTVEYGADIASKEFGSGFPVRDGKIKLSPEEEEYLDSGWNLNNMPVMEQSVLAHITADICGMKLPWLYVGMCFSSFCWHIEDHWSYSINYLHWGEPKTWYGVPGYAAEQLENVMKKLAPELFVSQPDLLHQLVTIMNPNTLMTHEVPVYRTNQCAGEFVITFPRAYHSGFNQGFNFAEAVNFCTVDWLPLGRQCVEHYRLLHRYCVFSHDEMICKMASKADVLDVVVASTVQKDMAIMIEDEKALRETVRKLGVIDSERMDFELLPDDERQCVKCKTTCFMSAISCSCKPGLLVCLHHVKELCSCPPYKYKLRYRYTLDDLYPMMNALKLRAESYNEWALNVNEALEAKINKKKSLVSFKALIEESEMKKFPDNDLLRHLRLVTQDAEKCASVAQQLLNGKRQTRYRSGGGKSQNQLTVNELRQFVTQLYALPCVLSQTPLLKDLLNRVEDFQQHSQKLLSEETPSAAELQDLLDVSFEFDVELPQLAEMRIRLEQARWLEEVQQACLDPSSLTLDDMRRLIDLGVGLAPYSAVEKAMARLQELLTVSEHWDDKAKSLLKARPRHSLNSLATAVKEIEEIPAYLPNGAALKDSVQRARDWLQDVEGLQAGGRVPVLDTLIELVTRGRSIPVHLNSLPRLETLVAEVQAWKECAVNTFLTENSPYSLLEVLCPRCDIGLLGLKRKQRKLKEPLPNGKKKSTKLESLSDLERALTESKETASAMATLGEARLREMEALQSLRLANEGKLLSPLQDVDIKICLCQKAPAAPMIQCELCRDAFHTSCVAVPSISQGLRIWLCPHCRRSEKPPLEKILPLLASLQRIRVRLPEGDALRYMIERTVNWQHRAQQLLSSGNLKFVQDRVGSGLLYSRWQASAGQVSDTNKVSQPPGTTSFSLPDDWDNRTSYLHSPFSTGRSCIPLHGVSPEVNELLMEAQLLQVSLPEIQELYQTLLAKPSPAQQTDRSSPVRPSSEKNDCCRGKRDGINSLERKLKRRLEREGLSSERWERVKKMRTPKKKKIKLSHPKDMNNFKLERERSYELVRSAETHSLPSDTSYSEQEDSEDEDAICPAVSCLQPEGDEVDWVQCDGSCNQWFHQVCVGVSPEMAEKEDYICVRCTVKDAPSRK
#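 Here, H3K4me3 peptide (12.5 µM in substrate mix) is demethylated by KDM5BΔAP, 200 nM final, after 10 min compound exposure. Formaldehyde product is coupled through FDH (0.25 U/mL in mix) to NADH fluorescence; 30-min ΔRFU feeds dose-response curves.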
# Active calls of the source: *; i = inactive; ? = inconclusive; & = joins results of further samples; [ ] = dose if it differs, or a comment. Potency is the fitted concentration of half-maximal effect.
KDM5B inh | mol
5.1% | Cc1ccc2c(c1)NC(=O)c1cccnc1O2
1.6%[86.2 µM] | O=C1Cc2c(-c3cccc(CO)c3)n[nH]c2CN1Cc1ccccc1F
-3.3% | COc1cc2c(cc1CNc1ncncn1)CCC2
-5.4% | COc1ccc(NC(=O)N(Cc2nnc3n2CCCCC3)c2ccc3c(c2)OCO3)cc1
-15.3% | Cn1c(=O)c2c(-c3ccccc3Br)n(Cc3ccccc3)cc2n(C)c1=O
-5.8% | CN(C)CCCN(C(=O)c1ccc([N+](=O)[O-])s1)c1nc2cc3c(cc2s1)OCCO3
3.7% | CC(C)c1noc(C2CCCN(S(=O)(=O)c3cccs3)CCC(=O)NCC2)n1 (stereo unspecified)
? | Cc1ccc(CN2Cc3[nH]cnc3C[C@H]2c2nc(-c3ccc4ccccc4c3)no2)cc1
6.3% | COc1ccccc1Nc1nc(-c2ccc3c(c2)CCC(=O)N3)cs1
? | Cc1ccc2c(Sc3ccc(Cl)cc3)c(C(=O)N3CCCCC3)[nH]c2c1
40.5% | Cc1ccccc1NC(=O)CC[C@H]1NC(=O)c2ccccc2NC1=O
? | Cc1ccc(-n2nc(CO)c(C(=O)NCCO)n2)cc1
-3.1% | COc1ccccc1C(=O)Nc1ccc(OCC(=O)NCc2cccs2)cc1
-12.1%[86.2 µM] | Cc1ccc(-c2nnc3ccc(NCc4cccs4)nn23)nc1
16.1% | Cc1nc(-c2ccc(OC(F)(F)F)cc2)sc1C(=O)N1CCC2(CC1)OCCO2
142.2%[activator] | Cc1cccc(N2CN=C3SCC(=O)N3C2)c1
-1.7% | Fc1ccc(-c2ccc(CNCC3CCNCC3)o2)cc1Cl
? | Cc1c(O)ccc2c(CN(C)CC(=O)Nc3ccc(Cl)cc3)cc(=O)oc12
-26.6%[86.2 µM] | O=C(NCc1ccco1)[C@@H]1Cc2nc[nH]c2CN1Cc1cc2ccccc2o1
-11.0% | O=C(NCc1nnc(SCC(=O)N2CCN(c3ccccc3)CC2)o1)c1ccccc1
6.5% | O=C(CCSCc1ccc(Cl)cc1)NCCc1ccccc1
0.7% | O=C(CNC(=O)c1cc(F)cc(F)c1)NCCN1CCc2ccccc2C1
i | N=c1c(C(=O)NCC2CCCO2)cc2c(=O)n3ccccc3nc2n1CCCO (stereo unspecified)
? | COc1cc(NC(=O)CCc2c(C)c3ccc(O)cc3oc2=O)cc(OC)c1
25.7% | CCN(CC)C(=O)CSc1nc2cc(S(=O)(=O)N3CCOCC3)ccc2n1CC
-4.0% | Cc1cc(C)n2nc(C(=O)Nc3cccc(Cl)c3C)nc2n1
-9.8% | COc1ccc(C2=NOC3(CCN(C(=O)c4ccc(C(F)(F)F)cc4)C3)C2)cc1 (stereo unspecified)
? | COc1ccc(OC)c(NC(=O)c2nnn(CC(=O)Nc3ccc(C(C)C)cc3)c2N)c1
9.2% | O=C(CCCOc1ccccc1)OCC(=O)c1ccc(F)c(F)c1
? | N#Cc1c(Nc2cccc(F)c2)sc(C(=O)c2ccc(Cl)cc2)c1N
15.9% | Cc1nc(C(C)NC(=O)c2coc(COc3cccc(F)c3F)n2)cs1 (stereo unspecified)
-24.1% | CCCCOc1ccc(-c2cc3c(=O)n(CC(=O)Nc4ccc(Cl)cc4Cl)ccn3n2)cc1
? | CCCn1c(=O)n(-c2ccccc2)c(=O)c2sc3ccccc3c21
? | Cc1ccc2[nH]c(=O)c3cc(C(=O)NCCCN4CCC(C)CC4)sc3c2c1
-19.8% | c1cc(-c2nc(-c3ccc(OC4CNC4)cc3)no2)ccn1
10.6% | CCCn1c(SCC(=O)Nc2ccc(F)c(F)c2)nc(O)cc1=O
-12.7% | CCCN1CCN(C(=O)C2(c3ccc(NC(=O)C4CC4)cc3)CCCCC2)CC1
-10.6% | Cc1ccc(CN2CCCn3nc(C(=O)NC(C)C)cc3C2=O)cc1
42.4%&-7.5%[activator] | COc1ccc(NC(=O)c2ccco2)cc1NC(=O)c1ccc(C#N)cc1F
4.2% | CCCCCNC(=O)Cc1c[nH]c2ccccc12

# Retrieved one by one from the entries so far, 4 records:
KDM5B inh | mol
42.4%&-7.5%[activator] | COc1ccc(NC(=O)c2ccco2)cc1NC(=O)c1ccc(C#N)cc1F
-10.6% | Cc1ccc(CN2CCCn3nc(C(=O)NC(C)C)cc3C2=O)cc1
? | COc1ccc(OC)c(NC(=O)c2nnn(CC(=O)Nc3ccc(C(C)C)cc3)c2N)c1
-4.0% | Cc1cc(C)n2nc(C(=O)Nc3cccc(Cl)c3C)nc2n1

# Some of the entries so far, with each value named.
O=C(CNC(=O)c1cc(F)cc(F)c1)NCCN1CCc2ccccc2C1
  KDM5B inh: 0.7%
N=c1c(C(=O)NCC2CCCO2)cc2c(=O)n3ccccc3nc2n1CCCO (stereo unspecified)
  KDM5B inh: i
COc1cc(NC(=O)CCc2c(C)c3ccc(O)cc3oc2=O)cc(OC)c1
  KDM5B inh: ?
CCN(CC)C(=O)CSc1nc2cc(S(=O)(=O)N3CCOCC3)ccc2n1CC
  KDM5B inh: 25.7%

# Other compounds follow:
KDM5B inh | mol
-8.8% | Cc1ccc(-c2nnc3c4ccccc4c(C)nn23)cc1NC(=O)c1cccc(Br)c1
-19.9% | CC(Nc1ccc(N2CCOCC2)cc1)c1nc2scc(-c3cccs3)c2c(=O)[nH]1 (stereo unspecified)
-5.6% | COc1cc(N2CC(C(=O)O)CC2=O)cc(OC)c1OC (stereo unspecified)
17.7% | O=C(OCCN1CCN(C2CN(Cc3cn(Cc4cccc(F)c4)nn3)S(=O)(=O)C2)CC1)c1cc2ccccc2o1 (stereo unspecified)
19.1%[115 µM] | O=C(c1cccnc1)N1CCC(c2nnc3n2C(C(=O)N2CCCC2)CC3)CC1 (stereo unspecified)
16.3% | C[C@@]12CO[C@@H](Cc3ccccc3)O[C@@H]1CC[C@]1(C)[C@@H]2CC[C@@H](O)[C@H]1CC(=O)N1CCCC1
8.4% | O=C(CCSc1nc(Cl)nc2nc[nH]c12)NCc1cccc(Cl)c1
-5.2% | Cc1ccc(S(=O)(=O)/N=C/c2cccs2)cc1
-9.8% | Cc1ccc(NC(=O)CN2C(=O)C(C)(C)c3cc(S(=O)(=O)N4CCCCC4)ccc32)c(Br)c1
-19.9%&-16.7% | CCOc1cccc(C(=O)Nc2ccc3oc(-c4cccnc4)nc3c2)c1
20.8% | CCOc1ccc(-c2cc3c(=O)n(CCNC(=O)c4ccccc4)ccn3n2)cc1
-22.3% | COc1ccc(C2CC(c3cccs3)=NN2C(=O)c2ccco2)cc1OC (stereo unspecified)
? | O=C(Nc1ccc2c(N3CCCC3)ncnc2c1)c1ccc(Br)cc1
? | CN(C)CCCNc1oc(/C=C/c2cccs2)nc1C#N
-5.3% | CCOC(=O)c1ccc(NC(=O)CCCc2nc(-c3cc(OC)c(OC)c(OC)c3)no2)cc1
? | CCCN1CCC2(CCN(C(=O)OC)CC2)Oc2ccccc21
-7.2% | CCS(=O)(=O)N(Cc1ccc(C)cc1)c1c(C)n(C)n(-c2ccccc2)c1=O
24.1% | O=C(O)CS/C(=C/c1ccc2ccccc2c1)c1nc2ccccc2s1
4.4% | Cc1cc2oc(=O)cc(CN3CCCC(C)C3)c2cc1C (stereo unspecified)
0.6% | O=C(CCc1ncc(-c2ccc(F)cc2F)o1)Nc1ccc(Cl)cc1Cl
39.8µM* | COc1ccccc1-c1cc2c(ccn2C)c(C(=O)NCCc2cnc[nH]2)n1
5.6% | CCOCCn1c(CN2CCN(Cc3ccccc3)CC2)nc2c1c(=O)[nH]c(=O)n2C
? | CCC(C)C1=NS(=O)(=O)c2cc(NC(=O)c3ccco3)ccc2N1c1ccccc1 (stereo unspecified)
16.1% | O=C1CC(c2ccccc2)N(C(=O)CNC(=O)C2CCOCC2)CCCCCN1 (stereo unspecified)
-7.2% | COC(=O)COc1ccc(Oc2nc(NC(C)(C)C)nc(N3CCOCC3)n2)nn1
-17.5% | CCn1nccc1-c1nc(-c2nnn3c2COC(c2ccc(C)cc2)C3)no1 (stereo unspecified)
-20.1% | CSc1ccc(/C=C/C(=O)c2ccc(Cl)c(Cl)c2Cl)cc1
35.5µM* | CN(C)c1ccc2nnc(-c3cc(C(=O)NCCc4ccccn4)ccn3)n2n1
-8.6% | COc1ccc(OC)c(NC(=O)COC(=O)COc2c(Cl)cc(Cl)c3ccc(C)nc23)c1
-11.8% | COc1ccc2cc(C3CN(c4ncnc(C)c4C)CCO3)ccc2c1 (stereo unspecified)
-24.5% | O=C(NCCCN1CCCC1=O)c1cc(-c2cccnc2)nc2ccc(Cl)cc12
-18.6% | CN(Cc1nc(-c2ccccn2)no1)CC1COc2ccccc2O1 (stereo unspecified)
21.6% | Cc1ccc(C)c(C(=O)NC2CCN(c3cnn(CC4CC4)c(=O)c3)CC2)c1
2.0%[86.2 µM] | Cc1ccc(C(=O)N2CCC3(CC2)NC(=O)c2ccccc2O3)cc1
-16.6%&-11.5% | COc1ccc2oc(=O)c(C(=O)NCCc3c(C)[nH]c4ccc(C)cc34)cc2c1
-10.8% | CN(C)c1ccc(CN[C@H]2CC(C)(C)[C@@H]3C[C@@](C)(O)CC[C@]23CCC(=O)N2CCOCC2)cc1
-5.2% | CCc1ccc(NC(=O)CSc2ccc(-c3sc(-c4ccccc4)nc3C)nn2)cc1
-11.5% | O=C(NCCCCc1ccccc1)c1cc(=O)[nH]c2ccccc12
-29.7%[86.2 µM] | COC(=O)N1CCC2(C1)OC(=O)Nc1cnccc12 (stereo unspecified)
20.3% | CC1=C/C(=N\NC(=O)C2CC2)CC1
-4.8% | Cc1nc(-c2ccc(F)cc2)n(Cc2cccc(Cl)c2)c(=O)c1CCO
17.3% | Cc1cc(NC(=O)c2ccc(Cl)o2)no1
23.5% | Cc1ccc(S(=O)(=O)Nc2cccc(C(N)=O)c2)cc1F
-27.6% | CCOc1ccc(C2=NC(c3cccs3)=Nc3ccc(C(C)C)cc3N2)cc1
-17.2%[86.2 µM] | COc1ccc(-c2noc([C@@H](C)NCc3ccc(F)cc3)c2C(=O)O)cc1
-6.9% | COc1ccccc1CCC(=O)N1CC(F)(F)C[C@H]1c1nnc(C)o1
-49.0% | Cc1ccc(CNC(=O)CCCn2c(=O)c3ccccc3n(Cc3ccccc3C)c2=O)cc1
? | COCc1cn(C[C@H]2C[C@@H](NS(=O)(=O)CC(C)C)[C@H](O)[C@@H]2O)nn1
-16.9% | Cn1nccc1C(=O)N1CCCCCCNC(=O)CC1c1ccccc1 (stereo unspecified)
-4.3% | COc1ccc(C(=O)N2C[C@@H](F)C[C@H]2C(=O)N2CCCCC2)c(C)c1
-18.2%[86.2 µM] | O=C(COc1ccccc1)NC[C@H]1Cn2c(-c3ccc(F)cc3)cnc2CO1
? | CCc1ccc(CNC(=O)c2cc3c(=O)n(CC)c4ccccc4c3s2)cc1
? | CCC(CC)C(=O)Nc1ccc2nc(SCc3ccccc3)sc2c1
4.1%&-2.1% | COc1ccc(CCNC(=O)CN2C(=O)COc3ccccc32)cc1OC
-20.4% | CO[C@H]1C(=O)N(C2CCN(S(=O)(=O)c3c(C)nn(C)c3C)CC2)[C@H]1c1ccncc1
? | COCC(=O)N1CCN(c2oc(-c3ccc(C)cc3)nc2S(=O)(=O)c2ccc(F)cc2)CC1
-1.3% | CCc1nc(SCC(=O)Nc2cc(C)ccc2OC)c2c(C)c(C)sc2n1
28.2µM* | COc1cc(C)cc(C(C(=O)O)N2CCN(c3cnccn3)CC2)c1OC (stereo unspecified)
-2.6% | CCCN(C(=O)Cn1nc(Cc2ccncc2)c2ccccc2c1=O)c1ccc(CC)cc1
0.4% | CCC(=O)N1CCc2cc(S(=O)(=O)NCCC(=O)NCc3ccc(C)cc3)ccc21

# More records:
KDM5B inh | mol
-8.5% | COC(=O)COc1ccc2c(=O)c(-c3csc(C)n3)coc2c1
0.4% | O=C(C1CCOCC1)N1CC(Oc2ccc(-c3nc(-c4ccccc4)no3)cc2)C1
? | Cc1ccsc1CN(C)C(=O)C1CCCN(C2CCN(C(=O)C3CC3)CC2)C1 (stereo unspecified)
-16.6%[115 µM] | COCCN1C[C@H]2CN(Cc3ccccc3)CCN2C1=O
11.8% | COc1cccc(C(=O)Nc2oc3ccccc3c(=O)c2-c2ccc3c(c2)OCO3)c1
13.8% | Cc1ccc(NC(=O)Cc2nc(-c3c(N)n(CC(C)C)c(=O)n(C)c3=O)cs2)cc1
? | Cc1cccc(Cn2c(-c3cccs3)nc3ccccc32)c1
3.6% | Cc1ccc(-c2c(NC(=O)CN3CCN(CCO)CC3)oc3ccccc3c2=O)cc1
39.5% | Clc1ccc2ccc3cccnc3c2n1
? | Nc1nc(Nc2ccccc2F)sc1C(=O)c1ccc(Cl)cc1
-32.5% | O=C1CC(c2noc(-c3ccc(F)c(Cl)c3)n2)CN1c1ccc(F)cc1 (stereo unspecified)
15.3% | O=C(Cn1cnc2ccccc2c1=O)N(Cc1cccs1)c1ccc2c(c1)OCCO2
-27.2% | CCOc1cc(C(c2c(C)[nH]c3ccccc23)c2c(C)[nH]c3ccccc23)ccc1O
-5.5% | COc1ccccc1-n1c(=O)n(C)c2c(C(N)=O)nc(-c3cccc(OC)c3OC)nc21
-11.4%[86.2 µM] | c1ccc(Cc2nnc([C@H]3CCN(CC4CCCCC4)C3)o2)cc1
5.2% | O=C(Nc1ccccc1OCc1cc(=O)n2ccccc2n1)c1ccccc1F
-11.9% | CCCCn1nc(C(=O)NC(C)c2ccc3c(c2)OCCO3)c2ccccc2c1=O (stereo unspecified)

# Assay outcomes as filed in PubChem BioAssay.

# These rows are one share of the data; rates above refer to the full screens.
